# Bioassay records from PubChem BioAssay.
# TRHR PAM = allosterically enhances the human TRH receptor; TRHR cells, fluo-8 calcium fluorescence, EC20 TRH enhancement; enhancement, % at 2 µM; 360,000 compounds, 0.66% hits; AID 493056; in the data active = enhancement above about 30%; also: 0% is about no effect
# Target sequence (P34981 whole entry, looked up): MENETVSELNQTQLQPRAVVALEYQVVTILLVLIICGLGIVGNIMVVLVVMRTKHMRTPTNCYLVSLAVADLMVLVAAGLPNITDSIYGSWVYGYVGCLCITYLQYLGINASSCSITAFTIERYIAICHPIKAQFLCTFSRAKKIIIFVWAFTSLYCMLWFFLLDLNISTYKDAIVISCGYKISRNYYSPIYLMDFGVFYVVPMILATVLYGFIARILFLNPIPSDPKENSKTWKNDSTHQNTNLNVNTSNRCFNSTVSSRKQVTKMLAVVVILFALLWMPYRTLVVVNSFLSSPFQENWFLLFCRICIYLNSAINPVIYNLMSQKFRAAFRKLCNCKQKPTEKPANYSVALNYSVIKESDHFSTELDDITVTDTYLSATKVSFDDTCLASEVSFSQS
#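 TRHR-expressing cells loaded with fluo-8 calcium dye were read kinetically (ex 480/em 530) during compound addition, then stimulated with an EC20 of TRH (10 nM final). Enhancement of the Gq-mediated intracellular calcium response was scored.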
# D1 antagonist = antagonists of human D1 dopamine receptor. 360,000 compounds, 3.2% hits. activity change, negative = inhibition, % at 10 µM. AID 504652. HEK293 TREx D1 cells, calcium flux, dopamine EC80; active compounds read low; in the data active = activity change below about -30%; also: % is scaled to controls: 0 for no effect and ±100 for the full control effect
#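 Kinetic fluorescence of a calcium dye serves as the read-out. D1-expressing Hek293 Trex cells, induced overnight at 30 C, are exposed to compound for 180 s before an EC80 dopamine addition, then read 180 s further.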
# D2 antag = antagonizes the human D2 dopamine receptor. AID 485344. P14416. inhibition, % at 10 µM. 340,000 compounds, 2% hits. HEK293 TREx D2 cells, calcium flux, dopamine EC80; in the data active = inhibition above about 30%; also: 0% is about no effect
# Target sequence (P14416 whole entry, looked up): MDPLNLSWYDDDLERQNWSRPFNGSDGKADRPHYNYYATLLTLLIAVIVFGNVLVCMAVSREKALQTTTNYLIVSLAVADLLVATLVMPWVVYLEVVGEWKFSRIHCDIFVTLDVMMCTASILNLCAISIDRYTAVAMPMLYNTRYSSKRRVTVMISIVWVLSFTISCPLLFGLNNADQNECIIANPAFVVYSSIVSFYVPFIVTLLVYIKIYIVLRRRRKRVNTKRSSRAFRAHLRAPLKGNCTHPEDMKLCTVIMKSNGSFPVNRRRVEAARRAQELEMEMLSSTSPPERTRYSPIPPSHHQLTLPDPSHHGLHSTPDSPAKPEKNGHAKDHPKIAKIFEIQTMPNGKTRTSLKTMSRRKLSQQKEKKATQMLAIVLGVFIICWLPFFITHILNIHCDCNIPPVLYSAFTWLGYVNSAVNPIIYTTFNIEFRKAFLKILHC
#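 Tetracycline-induced HEK293 T-REx cells expressing D2 force-coupled to calcium signalling were dye-loaded, exposed to compound for 180 s, then challenged with an EC80 of dopamine; calcium flux was followed kinetically for a further 180 s.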
# D1 agonist = activates the human D1 dopamine receptor. AID 504660. HEK293 T-REx D1 cells, calcium flux, agonist mode. 360,000 compounds, 1% hits. activation, % at 2 µM; in the data active = activation above about 30%; also: 0% is about no effect
#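 Tetracycline-induced HEK293 TREx D1 cells, force-coupled to calcium signalling, were dye-loaded with a no-wash calcium kit. Compound was pin-added after a 10 s baseline. Fluorescence was read kinetically at 1 cycle/s for 180 s, with calcium rises flagged as agonism.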
# RXFP1 antag = RXFP1 (human) relaxin receptor antagonism; HEK293-RXFP1, relaxin-stimulated cAMP HTRF, 30 min; active compounds read low; AID 1259400; activity change, negative = inhibition, % at 57.5 µM; Q9HBX9; 350,000 compounds, 0.59% hits;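 active = activity change of -60% or lower, but not beyond a set lower limit; inconclusive = change between -60% and -40%, or beyond the set limit; inactive = change above -40%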; also: % is scaled to controls: 0 for no effect and ±100 for the full control effect
# D2 potentiator = D2 dopamine receptor (human) potentiation. potentiation, % at 10 µM. AID 485347. 340,000 compounds, 0.34% hits. HEK293 T-REx D2, calcium flux, EC20 dopamine potentiation;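 active = potentiation over 3 SD above the plate norm, cut at about 30% in these data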; also: 0% is about no effect
#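 Using a no-wash calcium dye in inducible, force-coupled HEK293 Trex cells expressing D2, we tracked fluorescence each second for 180 s after compound, then for 180 s after EC20 dopamine to detect augmented signalling.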
# D1 potentiator = potentiators of human D1 dopamine receptor; P21728; HEK293 TREx D1 cells, calcium flux, dopamine EC20 potentiation; potentiation, % at 10 µM; 360,000 compounds, 0.036% hits; AID 504651; in the data active = potentiation above about 30%; also: 0% is about no effect
# D2 agonist = agonists of human D2 dopamine receptor; HEK293 T-REx D2 cells, calcium flux agonist mode; P14416; activation, % at 2 µM; 340,000 compounds, 0.53% hits; AID 485358;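 active = activation over 3 SD above normal in the single-dose calcium agonist read, cut at about 30% in these data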; also: 0% is about no effect
#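 Calcium-flux readout, 1 cycle/sec over 180 s following compound pin transfer, in inducible HEK293 Trex D2 cells (force-coupled); dopamine controls included. Positive calcium responses during this window marked compounds as potential agonists.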
# RXFP1 agonist = activates the human relaxin receptor RXFP1; AID 2676; HEK293T-RXFP1 cAMP TR-FRET, 30 min; response scale: percent of porcine relaxin response, buffer zero; 370,000 compounds, 0.3% hits; Q9HBX9; Potency, µM (highest dose often 57.5 µM), for the others: at the top dose activation, hits mostly activators; active = well fitted activation curve with a large enough effect; inconclusive = small, poorly fitted or top-dose-only effect; also: potency is read from the fitted curve at half-maximal effect; % is scaled to controls: 0 for no effect and ±100 for the full control effect; nearly all actives have a fitted effect of over 60% in size; many of its hits are not listed in these tables
#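 Agonist response is measured as cAMP accumulation in an RXFP1-transfected HEK293T line under PDE4 inhibition. Values are scaled between buffer-only and 29 nM porcine relaxin, and EC50s come from standard Hill equation fits.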
# The depositor's hits bear a star; ? = inconclusive; . = no result given; & = joins results of further samples. A portion of the library (hit frequency here may not be typical).
SMILES,TRHR PAM,D1 antagonist,D2 antag,D1 agonist,RXFP1 antag,D2 potentiator,D1 potentiator,D2 agonist,RXFP1 agonist
CC(C)Nc1oc(Cc2cccc3ccccc23)nc1C#N,-1,-8,-6,4,1,0,2,0.0,1.6%
Cc1cc(=O)oc2c1c(C)nn2-c1ccc(Cl)cc1,-1,1,10,2,-3,3,-7,-0.8,4.7%
Cc1ccc(OCC(=O)N/N=C2/SCC(=O)N2Cc2ccccc2)cc1,5,22,21,4,10,-10,-5,-0.8,0.2%
Cc1cc(C(=O)O)ccc1-c1ccc(/C=C2\NC(=O)N(Cc3ccccc3Cl)C2=O)o1,5,3,15,5,-37,5,3,4.7,4.7%
Cc1ccc(SCC(=O)c2cc(C)c(O)c(C)c2)cc1,-10,-17,-15,4,14,-2,-3,-0.9,0.0%
O=[N+]([O-])c1ccc(-c2csc(N3CCc4ccccc4C3)n2)cc1,9,-13,4,4,.,2,-4,-1.2,1.6%
COc1cccc(NC(=S)N(Cc2ccccn2)Cc2ccccc2Cl)c1,43*,-24,-12,3,10,-4,-4,1.8,1.4%
CCN1C(=O)CS/C1=N\S(=O)(=O)c1ccc(Cl)cc1,1,13,-14,5,-12,-13,-2,28,2.1%
NC(=O)CC(NC(=O)Cc1ccc(Br)cc1)c1ccc(NC2CCCCCC2)c([N+](=O)[O-])c1 (configuration not stated),14,-10,-1,3,.,0,1,0.0,-1.4%
Cc1nc(SCC(=O)Nc2ccc(F)cc2)c2oc3ccccc3c2n1,-1,6,-11,1,-3,5,-7,0.1,?
CNS(=O)(=O)c1cn(CC(=O)Nc2ccc(C)cc2C)cc1S(=O)(=O)NC,2,-2,.,13,-15,2,-3,-0.2,2.9%
NC1=NCc2ccccc21,1,-12,21,0,-3,1,-17,-1.1,-0.2%
CCCCn1c(N)c(N(CC(C)C)C(=O)CCNC(=O)c2ccc([N+](=O)[O-])cc2)c(=O)[nH]c1=O,3,11,21,2,4,-6,-3,0.3,-1.1%
COC(=O)CSc1nc(-c2ccc(F)cc2)cc(C(F)(F)F)n1,-3&-2,-3&3,-6,0&0,-6,5&7,-1&-12,0.0&-1.5,-5.4%&-0.1%
C(#Cc1ccc(C#CCN2CCCC2)cc1)CN1CCCC1,-14,-32*,13,8,-5,-3,-4,1.4,0.2%
O=S(=O)(NCCOc1ccc(F)cc1)c1ccc2c(c1)OCCO2,4,-13,-2,5,-5,-6,-4,-0.3,0.1%
NC(=O)c1ccc(Nc2ccc3c(c2)CCC3)c([N+](=O)[O-])c1,7,-48*,-8,0,8,11,-10,-0.8,-0.6%
COc1ccc(C(C(=O)NC2CCCC2)N(C(=O)c2ccoc2C)c2ccccc2)cc1 (configuration not stated),17,-10,2,1,-8,-5,-5,-1.1,0.5%
NNC(=O)C1=NOC(CNc2ncc(C(F)(F)F)cc2Cl)C1 (configuration not stated),-5,-6,-4,1,-29,6,-4,-0.5,1.5%
Cc1ccc(S(=O)(=O)N(C)c2ccc(C(=O)O)cc2)cc1,6,1,29,3,3,-3,-2,0.2,0.2%
Cc1ccc(CC(=O)Nc2ccc(F)c([N+](=O)[O-])c2)cc1C,-1,-35*,42*,9,5,-8,-4,1.6,-3.8%
Cc1cccc(NC(=O)c2ccc(S(=O)(=O)N(C)C)cc2)n1,-7,1,10,2,7,-8,-5,-0.3,-1.0%
O=[N+]([O-])c1cc(-c2nc(-c3ccccc3)no2)ccc1NCC1CCCO1 (configuration not stated),-1,-16,.,2,.,6,-4,1.5,-0.8%
Cc1cc(C)c(C)c(S(=O)(=O)N2CCN(CC(=O)c3c(N)n(Cc4ccccc4)c(=O)n(C)c3=O)CC2)c1C,-7,9,-1,11,.,-7,1,2.6,-1.1%
COc1cc(C(O)CO)ccc1O (configuration not stated),4,21,15,0,.,-5,-5,-0.5,-0.1%
COc1ccc(CC(NC(C)=O)C(=O)NC2CCN(C(=O)Nc3ccc(Cl)cc3)CC2)cc1OC (configuration not stated),1,-9,5,0,1,7,11,0.5,-1.1%
OC(c1ccc(Cl)cc1)c1nnc(-c2ccccc2)o1 (configuration not stated),9,-3,.,3,9,.,5,.,4.3%
CCc1[nH]nc(C(=O)N2CCCC(CCC(=O)N3CCN(c4ccccn4)CC3)C2)c1C (configuration not stated),17,-19,-5,1,-6,11,-3,-1.7,-0.3%
O=C(Cc1ccccc1[N+](=O)[O-])NCCSCc1c(F)cccc1Cl,-5,-16,-4,9,0,9,-7,0.8,-2.5%
COc1cc(NC(=O)CSc2nc(-c3ccco3)cc(C(F)(F)F)n2)cc(OC)c1OC,7,-3,.,2,-9,13,3,-1.0,-1.6%
c1ccc(CCNCC2COc3ccccc3O2)cc1 (configuration not stated),-4,4,24,3,-1,-22,-9,32*,-0.1%
CSc1ccc(S(=O)(=O)NCCCOC(C)C)cc1,-3,-4,-10,4,-19,-9,-2,0.7,1.4%
Cc1nc2cc(C(=O)OCC(=O)NC3CCS(=O)(=O)C3)ccc2n1-c1ccccc1 (configuration not stated),-1,-8,-3,2,-19,-6,0,-0.3,1.0%
Cc1ccc(-c2ccc(=O)[nH]n2)cc1,1,-2,-2,-2,.,18,-5,0.9,1.1%
Cc1cc(N2CCCCC2)n2ncc(-c3ccccc3)c2n1,-1,11,18,2,-17,2,6,-0.5,4.3%
COCCCn1c2nc3ccccc3nc2c2c(=O)n(Cc3ccc(Cl)cc3)cnc21,2,2,0,-1,-1,17,-1,0.1,2.8%
O=C(Nc1cccc(Cl)c1)Nc1cccc(C(=O)O)c1,5,-3,-5,2,-5,2,7,0.0,0.0%
C/C=C/C=C/C(=O)N1CC[C@]23c4ccccc4N[C@H]4N(C)c5cccc6c5[C@]42CCN([C@H]6C2OC2(C)C)[C@H]13 (some centres not stated),-10,12,-16,0,-5,0,-7,-1.0,0.0%
O=C(O)COc1ccc(-c2nccc(-c3cccs3)n2)cc1,4,-7,-6,5,.,3,-4,-0.3,?
CS(=O)(=O)N1CCc2cc(C(=O)Nc3ccc(S(N)(=O)=O)cc3)ccc21,-2,-3,.,-1,-8,-1,-1,0.8,3.0%

# TRHR PAM: hit marks shown above.
smiles,TRHR PAM,D1 antagonist,D2 antag,D1 agonist,RXFP1 antag,D2 potentiator,D1 potentiator,RXFP1 agonist
COc1cccc(NC(=S)N(Cc2ccccn2)Cc2ccccc2Cl)c1,43*,-24,-12,3,10,-4,-4,1.4%

# (list continues)
SMILES,TRHR PAM,D1 antagonist,D2 antag,D1 agonist,RXFP1 antag,D2 potentiator,D1 potentiator,D2 agonist,RXFP1 agonist
CC(=O)NS(=O)(=O)c1ccc(NC(=O)C2C3C=CC(C3)C2C(=O)O)cc1 (configuration not stated),7,-17,.,7,13,.,-9,.,2.2%
Cc1ccc(NC(=O)Nc2ccc3c(c2)nc(C)n3C)cc1,-9,-5,3,1,-3,-7,1,0.5,-4.5%
O=C(COC(=O)c1cccc(F)c1)NC1CC1,-13,14,-3,6,-8,12,-1,1.2,-4.2%
Cn1c(=NC(=O)c2ccc(S(=O)(=O)N3CCCc4ccccc43)cc2)sc2cc(F)ccc21,-2,-13,.,1,-6,8,-2,.,1.1%
O=C(CNC(=O)c1ccccc1Cl)OC(C(=O)Nc1cc(C(F)(F)F)ccc1Cl)c1ccccc1 (configuration not stated),0,-5,.,5,.,.,-3,.,.
COc1ccc(CN2CC(C(=O)NCCCN3CCN(C)CC3)CC2=O)cc1 (configuration not stated),-5,8,3,1,3,0,3,0.5,0.3%
O=C(COC(=O)c1nc(Cl)ccc1Cl)NNC(=O)c1ccccc1,0,-17,0,0,5,14,-1,-0.4,1.1%
COc1ccc(-c2nc3ccccc3c(=O)o2)cc1OC,4,2,-7,0,10,0,-8,0.0,13%
CSc1c(CC(=O)Nc2ccccc2)n(C)c2ccccc12,0,23,8,15,11,9,-3,0.2,1.0%
COc1ccc(CCc2nnc(CCC(=O)N(C)Cc3ccnc4ccccc34)o2)cc1,-8,-28,12,18,-4,-3,-3,3.6,3.1%
CC1CCCN(S(=O)(=O)c2ccc(N(C(=O)c3cnccn3)C(C(=O)NC3CCCCC3)c3cccs3)cc2)C1 (configuration not stated),2,-1,-19,2,11,13,-4,0.7,-0.2%
O=C(Nc1cc(=O)[nH]c2ncnn12)c1ccccc1F,1,8,7,1,8,1,-2,1.3,-2.0%
Cc1c(C(=O)N2CCCCC2)sc(NC(=O)C(C)C)c1C#N,10,8,6,3,-20,1,-3,-0.9,0.9%
COc1ccc(CC(=O)Nc2ccc(/C(C)=N\NC(=O)c3ccc(Br)o3)cc2)cc1,-2,-8,-3,2,-16,9,-6,-0.5,-1.0%
CCCc1cc(NCC2CCCO2)n2c(nc3ccccc32)c1C#N (configuration not stated),-7,.,8,2,0,-2,2,0.5,7.0%
Cc1cccc2sc(N(CCCN(C)C)C(=O)CCS(=O)(=O)c3ccccc3)nc12,0,-21,10,44*,10,-5,-9,2.1,1.7%
CCOC(=O)c1cc(C#N)c(SCc2ccc(C#N)cc2)nc1C,-6,-24,-9,0,-3,-2,-2,-1.0,3.5%
COc1ccccc1/C=C1\SC(=O)N(CC(=O)NCCCn2ccnc2)C1=O,1,-10,-9,2,9,11,-4,1.0,0.1%
COc1ccc(NC(=O)N2CCCC2)cc1OC,3,29,1,21,-3,12,-4,0.6,-0.4%
Cc1ccc(N2CCn3c2nc2c3c(=O)n(CCc3ccccc3)c(=O)n2C)cc1C,2,-18,.,-1,-6,-2,2,-1.3,0.6%
Cc1cccc(CS(=O)(=O)Cc2ccc(C(=O)NC3CCCC3)o2)c1,3,8,1,2,12,9,1,0.5,5.7%
O=C(CC1(O)C(=O)Nc2ccccc21)c1ccccc1O (configuration not stated),-3,11,2,0,-11,-8,-6,2.2,2.7%
Cc1ccc2c(c1)N(C(=O)CCC(=O)N1CCOCC1)CC(C)O2 (configuration not stated),-2,-21,.,2,0,.,-3,.,2.9%
O=C(CNS(=O)(=O)c1ccccc1)NCC(=O)OCc1ccc(C(=O)c2ccccc2)cc1,-5,-19,5,5,-2,3,-3,-2.2,4.5%
Cn1ncc(S(=O)(=O)Cc2ccccc2)c(Cl)c1=O,-7,-13,1,2,7,-12,-6,0.1,6.6%
CCOC(=O)N1CCN(c2ccncc2S(=O)(=O)N2CCCCC2)CC1,2,-9,-1,6,-5,1,-2,-1.7,-1.6%
